CHOP UPR activ: activators of apoptotic CHOP UPR arm, primary screen, cell-based, CHO-CHOP luciferase reporter, luminescence, uHTS | UPR activation; percent of tunicamycin response over DMSO baseline | activation, % at 10 µM | hit rate 0.34% among 330,000 | AID 449763, 2010;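 active = at 10 µM dose, activation of 40% or more, normalized to positive control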;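 also: 100% = tunicamycin at 10 µg/mL and 0% = DMSO alone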
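assay system = CHO CHOP reporter cells | amount = 500 CHO-CHOP cells per well | buffer or medium = F12 with 10% FBS | incubation = 16-18 h cell attachment, then 6 h compound exposure, 37 °C | detection = luminescence read with Steady-Glo | read-out = percent activation relative to tunicamycin control | controls = tunicamycin high control, DMSO low control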
697 NFkB inh: inhibitors of PMA/ionomycin-induced NF-kB reporter, 697 cells, primary screen, B-cell NF-kB inhibitor project, cell-based, luminescence, uHTS. 697 B-cell NF-kB luciferase reporter, 16 h. inhibition, % at 4 µM. hit rate 0.33% among 330,000; in the data active = inhibition above about 35%
Mdm2-MdmX inh: inhibitors of human Mdm2-MdmX association, primary screen, cell-based, luminescence, split luciferase, SaOS-2, uHTS. SaOS-2 split-luciferase Mdm2/MdmX complementation. hit rate 3% among 330,000. inhibition, % at 8 µM. Protein Mdm4 (Homo sapiens) + E3 ubiquitin-protein ligase Mdm2 (Homo sapiens), …. AID 485346, 2010;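 active = inhibition of at least 50% at 8 µM in the primary screen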
Target sequence (O15151 whole entry, looked up): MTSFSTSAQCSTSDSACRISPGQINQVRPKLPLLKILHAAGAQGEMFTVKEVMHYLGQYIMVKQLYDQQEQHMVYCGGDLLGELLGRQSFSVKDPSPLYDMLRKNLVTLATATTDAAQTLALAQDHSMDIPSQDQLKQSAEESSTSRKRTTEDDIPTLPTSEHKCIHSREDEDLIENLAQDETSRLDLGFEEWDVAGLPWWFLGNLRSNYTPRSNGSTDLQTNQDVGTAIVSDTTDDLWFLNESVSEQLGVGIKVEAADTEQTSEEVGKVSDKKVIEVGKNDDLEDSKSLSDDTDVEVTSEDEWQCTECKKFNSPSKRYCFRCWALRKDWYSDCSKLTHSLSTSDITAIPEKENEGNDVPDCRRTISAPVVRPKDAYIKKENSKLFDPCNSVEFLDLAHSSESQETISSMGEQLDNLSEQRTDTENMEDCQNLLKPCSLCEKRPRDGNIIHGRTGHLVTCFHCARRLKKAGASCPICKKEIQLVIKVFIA
Target sequence (Q00987 whole entry, looked up): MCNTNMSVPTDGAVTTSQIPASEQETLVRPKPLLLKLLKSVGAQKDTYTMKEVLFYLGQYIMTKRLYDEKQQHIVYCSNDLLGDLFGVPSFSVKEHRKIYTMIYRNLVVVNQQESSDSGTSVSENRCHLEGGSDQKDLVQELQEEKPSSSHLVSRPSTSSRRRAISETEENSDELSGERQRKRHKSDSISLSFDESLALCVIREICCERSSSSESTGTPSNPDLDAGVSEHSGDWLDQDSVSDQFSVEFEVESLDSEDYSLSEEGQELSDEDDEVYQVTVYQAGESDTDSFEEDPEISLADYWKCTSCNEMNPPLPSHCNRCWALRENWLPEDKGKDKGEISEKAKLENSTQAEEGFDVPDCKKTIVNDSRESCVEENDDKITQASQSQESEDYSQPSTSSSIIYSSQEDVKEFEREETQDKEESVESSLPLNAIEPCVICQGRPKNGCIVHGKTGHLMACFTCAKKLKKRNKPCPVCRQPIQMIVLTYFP
XBP1 UPR activ: activators of adaptive XBP1 UPR arm, primary screen, cell-based, CHO-XBP1 luciferase reporter, luminescence, uHTS | IRE1-XBP1 UPR activation; percent of tunicamycin response, DMSO as zero | activation, % at 20 µM | hit rate 0.33% among 330,000;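 active = versus positive control, 20 µM dose yields 30% or more activation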;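 also: 100% = tunicamycin at 10 µg/mL and 0% = DMSO only wells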
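Material – CHO cell line with stable XBP1 luciferase reporter · Buffer or medium – F12 plus 10% FBS · Compound – single point, 20 µM final compound, 1% DMSO · Schedule – 16-18 h cell attachment at 37 °C, then 6 h compound exposure · Signal – Steady-Glo luminescence read · Benchmarks – high control tunicamycin 10 µg/mL final, low control DMSO vehicle only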
APJ antag: antagonists of human apelin receptor APJ, primary screen, CHO-K1 cells, beta-arrestin complementation, luminescence; inhibition, % at 20 µM; hit rate 0.32% among 330,000; P35414;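 active = inhibition above about 40% at 20 µM, limit read from the data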;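 also: cells challenged with 10 nM apelin-13 agonist together with compound; plate controls were apelin-13 plus DMSO wells for no effect and DMSO wells lacking apelin-13 for full effect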
tim23-1 inh: growth inhibitors of tim23-1 mutant yeast, primary screen, luminescence, uHTS | S. cerevisiae tim23-1 growth, BacTiter-Glo luminescence, 24 h | inhibition, % at 20 µM | hit rate 1.3% among 330,000 | AID 463212, 2010;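 active = growth inhibition of the mutant yeast at or above 50%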;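 also: temperature-sensitive mutant grown at 25 °C; plate controls were DMSO-treated mutant yeast for no effect and medium wells lacking yeast for full effect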
Jurkat NFkB inh: inhibitors of induced NF-kB luciferase reporter, primary screen, TCR NF-kB activation inhibitor project, cell-based, luminescence, uHTS; Jurkat, PMA/ionomycin-induced NF-kB luciferase reporter; inhibition, % at 4 µM; hit rate 0.53% among 330,000; in the data active = inhibition above about 50%
APJ ag: agonists of human apelin receptor APJ, primary screen, CHO-K1 cells, PathHunter beta-arrestin, luminescence; 0% DMSO wells, 100% apelin; activation, % at 20 µM; hit rate 0.11% among 330,000; AID 2520, 2010;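 active = activation more than six SD over the plate average, tested at 20 µM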;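 also: 0% = DMSO alone and 100% = apelin-13 at 10 nM; some results filed as inactive read as strong as hits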
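Assay system – PathHunter CHO-K1 APJ (AGTRL-1) beta-arrestin reporter cells · Compound – one dose, 20 µM compound, 1% DMSO · Timing – compound 90 min 25 °C, reagent 1 h · Measured by – luminescence from split beta-galactosidase complementation, Galacton Star/Emerald II substrate · Measure – beta-arrestin recruitment to APJ as agonist activity, luminescent signal · Benchmarks – DMSO vs Apelin-13 10 nM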
* = called active by the depositor.

Order of values – CHOP UPR activ, 697 NFkB inh, Mdm2-MdmX inh, XBP1 UPR activ, APJ antag, tim23-1 inh, Jurkat NFkB inh, APJ ag
#1 Cc1ccc(OCC(=O)NCCN2CCOCC2)cc1C
 : -3.3, 25, 5, -5, 2, 3, -4, -3
#2 COc1ccc(C(C)=O)cc1CSc1nnc2c(Cl)cc(Cl)cn12
 : -0.1, 12, -18, -1, -1, 27, -9, -2
#3 Cc1ccc(CN2CCN(/N=C/c3ccc(C(F)(F)F)cc3)CC2)cc1
 : 1.2, 19, -19, -1, 4, 24, 9, -2
#4 Cc1ccc(S(=O)(=O)NC2=NCCCCC2)cc1
 : -1.9, 15, -8, -3, -3, 6, -16, 0
#5 O=c1c2[nH]c3ccccc3c2ncn1C1CCCCC1
 : 3.7, -40, -30, 2, 2, 20, -72, 6
#6 Cc1cccc(NC(=S)N/N=C/c2cccn2Cc2ccc(F)cc2)c1
 : -0.4, 7, -28, -3, 1, 19, 0, 6
#7 COc1ccc(OCC(=O)N/N=C2\CCCc3ccccc32)cc1
 : 1.4, 3, 9, 0, 5, 25, -2, -5
#8 N#Cc1nc(COc2ccc(Br)cc2)oc1N1CCCC1
 : 4.5, 6, 16, -1, 14, 32, 10, -3
#9 COc1ccc(NC(=O)c2sc(NC(=O)C3CC3)nc2C)cc1
 : 0.8, 19, 21, 2, -4, 7, -4, -1
#10 COc1ccc2nc(SCC(=O)NCc3ccc(S(N)(=O)=O)cc3)[nH]c2c1
 : 4.4, 6, -15, -1, 10, 3, 5, -2
#11 CC1CC(=O)C2=C(C1)Nc1ncnn1C2c1ccccc1 (stereo not drawn)
 : -1.2, 1, -15, 0, -7, 3, 2, -2
#12 COC(=O)c1cc(OC)c(OC)cc1NC(=O)Nc1ccc(OC)cc1
 : 0.2, 7, 3, 3, 8, -7, 3, -1
#13 CC(C)=CCN1CCN(Cc2coc3ccc(C)cc3c2=O)CC1CCO (stereo not drawn)
 : -0.6, 7, 17, -5, -7, -11, 4, 0
#14 N#CCSc1nnc(Nc2ccccc2)s1
 : -0.1, 16, 3, 0, -4, 21, -1, -4
#15 CCN(C(=O)CCc1ccccc1)C1CCCCC1
 : -0.6, -8, -5, -3, -10, 23, -6, -5
#16 CCCOc1ccc(/C=N/NC(=O)CN2CCCCC2)cc1
 : -1.9, 4, 11, -1, 5, -12, -16, 2
#17 Cc1ccccc1N/C(=N/S(=O)(=O)c1ccccc1)c1ccc(F)cc1
 : 1.0, 9, 0, -1, 0, 25, -4, -1
#18 Cn1c(=O)c2[nH]c(CNCc3ccccc3Cl)nc2n(C)c1=O
 : 0.8, 9, -2, -2, 8, 12, 4, 1
#19 CS(=O)(=O)c1nc2c(cc1C#N)CCCC2
 : 2.7, -23, 14, 1, -9, -1, 11, -1
#20 CC(C)(C)NC(=S)NCc1ccncc1
 : -1.3, 1, -6, 2, 9, 12, -6, -3
#21 Cc1ccsc1/C=N/NC(=O)CNC(=O)c1ccc(S(=O)(=O)N2CCOCC2)cc1
 : 0.7, 12, 13, -1, -6, 14, -15, -1
#22 Nc1cc(=O)[nH]c(SCC(=O)N2CCc3ccccc3C2)n1
 : 0.1, -6, 27, 1, 10, 17, 4, -1
#23 CCS(=O)(=O)NCCc1ccc(OC)c(OC)c1
 : 0.7, -21, 19, -3, 5, 3, -8, 1
#24 CCOC(=O)N1CCN(C(=O)COc2cc(=O)n(CC)c3ccccc23)CC1
 : -1.5, 17, 17, 0, -15, 14, -20, -1
#25 O=C1CCC(=O)N1c1cccc(-c2nc3ccccc3o2)c1
 : -0.1, -1, -13, 1, 23, 17, 4, -1
#26 CS(=O)(=O)c1ccc2nc(NC(=O)c3ccccc3Br)sc2c1
 : 0.6, -83, -11, 2, 9, 9, -29, -4
#27 Cc1cc(C(=O)NC(C)C2CCCO2)no1 (stereo not drawn)
 : -0.8, 3, 5, -1, 3, 5, 3, -2
#28 COc1ccccc1-n1nnnc1SCC(=O)NC1CC1
 : 2.4, 17, 14, 0, 21, 11, 11, -2
#29 NC(=O)c1ccc(-n2nnnc2SCc2ccccc2)cc1
 : -0.3, -10, 3, 3, 7, 14, -7, 0
#30 Nn1c(SCC(=O)NCCN2C(=O)CSC2=O)nnc1-c1ccc(OC(F)F)cc1
 : -0.5, 20, -9, 0, -47, -3, -13, -7
#31 N#C/C(=C\c1cc([N+](=O)[O-])ccc1Cl)C(N)=O
 : 1.1, 6, 7, 0, -40, 19, 0, 1
#32 CC(C)n1ncc2c(C(=O)N3CCN(c4ccccc4)CC3)cc(-c3ccccc3)nc21
 : 3.2, 13, 18, -1, 3, 20, -11, -2
#33 O=C(c1cc(COc2ccc(F)cc2F)on1)N1CCN(C2CCCC2)C(=O)C1
 : -0.2, 7, -9, -3, -4, 16, -11, -8
#34 CC(C)[C@H](NC(=O)[C@@H]1Cc2ccccc2CN1C(=O)OC(C)(C)C)C(=O)NCC1CCC(C(=O)O)CC1 (stereo partly drawn)
 : -1.8, 8, 14, -2, -2, 8, -6, -4
#35 COc1ccc(C(CNC(=O)Cc2cccs2)N(C)C)cc1 (stereo not drawn)
 : 2.8, 0, 9, -1, -13, 5, -5, 3
#36 CC1CCCC(NC(=O)Cn2cc3c(n2)CCCCC3)C1C (stereo not drawn)
 : 2.7, -10, -23, 0, 4, 25, 3, -4
#37 COc1ccc(OCC(=O)Nc2ccc(N3CCN(Cc4ccccc4F)CC3)cc2)cc1
 : -0.6, -10, 2, 1, 8, -3, 13, -1
#38 O=C(NCc1ccccc1F)c1ccc2ccccc2n1
 : 2.5, 7, -39, 1, 10, 31, -5, 1
#39 CCS(=O)(=O)c1ccc2oc(Nc3ccc(C(C)(C)C)cc3)nc2c1
 : 0.9, -22, 23, 3, -42, 23, -34, 3
#40 Cc1ccccc1N(Cc1cc(=O)[nH]c2ccccc12)C(=O)CCl
 : 1.8, -53, 96*, -4, 8, 8, -15, -4

Some of the entries so far, in transposed form.
25. O=C1CCC(=O)N1c1cccc(-c2nc3ccccc3o2)c1
26. CS(=O)(=O)c1ccc2nc(NC(=O)c3ccccc3Br)sc2c1
27. Cc1cc(C(=O)NC(C)C2CCCO2)no1 (stereo not drawn)
28. COc1ccccc1-n1nnnc1SCC(=O)NC1CC1
29. NC(=O)c1ccc(-n2nnnc2SCc2ccccc2)cc1
30. Nn1c(SCC(=O)NCCN2C(=O)CSC2=O)nnc1-c1ccc(OC(F)F)cc1
31. N#C/C(=C\c1cc([N+](=O)[O-])ccc1Cl)C(N)=O
32. CC(C)n1ncc2c(C(=O)N3CCN(c4ccccc4)CC3)cc(-c3ccccc3)nc21
33. O=C(c1cc(COc2ccc(F)cc2F)on1)N1CCN(C2CCCC2)C(=O)C1
34. CC(C)[C@H](NC(=O)[C@@H]1Cc2ccccc2CN1C(=O)OC(C)(C)C)C(=O)NCC1CCC(C(=O)O)CC1 (stereo partly drawn)
35. COc1ccc(C(CNC(=O)Cc2cccs2)N(C)C)cc1 (stereo not drawn)
36. CC1CCCC(NC(=O)Cn2cc3c(n2)CCCCC3)C1C (stereo not drawn)

| assay / compound | 25 | 26 | 27 | 28 | 29 | 30 | 31 | 32 | 33 | 34 | 35 | 36 |
| --- | --- | --- | --- | --- | --- | --- | --- | --- | --- | --- | --- | --- |
| CHOP UPR activ | -0.1 | 0.6 | -0.8 | 2.4 | -0.3 | -0.5 | 1.1 | 3.2 | -0.2 | -1.8 | 2.8 | 2.7 |
| 697 NFkB inh | -1 | -83 | 3 | 17 | -10 | 20 | 6 | 13 | 7 | 8 | 0 | -10 |
| Mdm2-MdmX inh | -13 | -11 | 5 | 14 | 3 | -9 | 7 | 18 | -9 | 14 | 9 | -23 |
| XBP1 UPR activ | 1 | 2 | -1 | 0 | 3 | 0 | 0 | -1 | -3 | -2 | -1 | 0 |
| APJ antag | 23 | 9 | 3 | 21 | 7 | -47 | -40 | 3 | -4 | -2 | -13 | 4 |
| tim23-1 inh | 17 | 9 | 5 | 11 | 14 | -3 | 19 | 20 | 16 | 8 | 5 | 25 |
| Jurkat NFkB inh | 4 | -29 | 3 | 11 | -7 | -13 | 0 | -11 | -11 | -6 | -5 | 3 |
| APJ ag | -1 | -4 | -2 | -2 | 0 | -7 | 1 | -2 | -8 | -4 | 3 | -4 |

The list continues:
Order of values – CHOP UPR activ, 697 NFkB inh, Mdm2-MdmX inh, XBP1 UPR activ, APJ antag, tim23-1 inh, Jurkat NFkB inh, APJ ag
#41 Cc1c(NC(=O)c2cccc(NC(=O)Cc3c(F)cccc3Cl)c2)c(=O)n(-c2ccccc2)n1C
 : 0.5, 4, -15, -3, -3, 10, 13, -3
#42 COCC(C)n1c(-c2ccc3c(c2)NC(=O)CO3)csc1=Nc1ccc(OC(F)F)cc1 (stereo not drawn)
 : 1.5, 9, 5, -1, 7, 11, 19, -4
#43 CC(C)Cc1nnc(NC(=O)CCC(=O)NC2CCCCC2)s1
 : -1.2, -2, 18, -3, 22, 7, 14, 2
#44 COc1cc(C(=O)Nc2cc3c(cc2N2CCCCC2)n(C)c(=O)n3C)cc(OC)c1OC
 : 1.7, 26, 78*, 5, -1, 45, 2, 2
#45 CC(=O)Nc1ccc(C(=O)Nc2nc(-c3ccccn3)cs2)cc1
 : 0.4, -4, 26, -4, 3, 8, -16, -1
#46 Cc1cc(-c2ccccc2)nc(Oc2ccc(C(C)(C)C)cc2)c1S(C)(=O)=O
 : 1.0, -14, 37, 1, -9, 12, 3, -1
#47 O=C(Nc1cccc(O)c1)c1ccc2c(c1)C(=O)N(Cc1ccco1)C2=O
 : 4.8, 7, -13, 1, 9, 1, 4, 2
#48 Cc1ccc(-n2c(O)c(C=NCc3ccccn3)c3ccccc3c2=O)cc1
 : -2.6, -2, -5, 2, 19, 25, 1, 1
#49 COc1cc2c(cc1OC)C(COc1ccc([N+](=O)[O-])cc1)NCC2 (stereo not drawn)
 : 0.8, -12, -8, -3, -1, 12, 5, 3
#50 S=C(Nc1ccc(Cl)c(Cl)c1)NC1CCN(Cc2ccccc2)CC1
 : 2.6, -22, 97*, 14, -23, -21, 0, -1
#51 COc1ccc(N2CCN(CC(=O)c3ccc(Cl)cc3)CC2)cc1
 : -0.7, -16, -29, -3, 10, 1, -4, -2
#52 CCCCOc1ccc(OC(=O)c2cccnc2)cc1
 : 0.9, -37, 9, -1, -15, 13, -10, -3
#53 COc1ccc(CN2CCCN(S(=O)(=O)c3ccc(Br)cc3)CC2)cc1
 : -1.1, -13, 14, -6, 2, 24, -20, -3

From PubChem
